Assay outcomes deposited in PubChem by National Center for Advancing Translational Sciences (NCATS).
GPT2 inh: blocks human glutamate pyruvate transaminase 2. 100,000 tested, 0.25% active. Potency, µM (doses to about 57.7 µM), for the others: at the top dose activity change, negative = inhibition, usual class: inhibitors. Q8TD30. AID 1671188. Recombinant GPT2, coupled pyruvate oxidase/HRP Amplex Red fluorescence; also: potency is read from the fitted curve at half-maximal effect; nearly all actives have a fitted effect of over 60% in size; many of its hits are not listed in these tables
Target sequence (Q8TD30 whole entry, looked up): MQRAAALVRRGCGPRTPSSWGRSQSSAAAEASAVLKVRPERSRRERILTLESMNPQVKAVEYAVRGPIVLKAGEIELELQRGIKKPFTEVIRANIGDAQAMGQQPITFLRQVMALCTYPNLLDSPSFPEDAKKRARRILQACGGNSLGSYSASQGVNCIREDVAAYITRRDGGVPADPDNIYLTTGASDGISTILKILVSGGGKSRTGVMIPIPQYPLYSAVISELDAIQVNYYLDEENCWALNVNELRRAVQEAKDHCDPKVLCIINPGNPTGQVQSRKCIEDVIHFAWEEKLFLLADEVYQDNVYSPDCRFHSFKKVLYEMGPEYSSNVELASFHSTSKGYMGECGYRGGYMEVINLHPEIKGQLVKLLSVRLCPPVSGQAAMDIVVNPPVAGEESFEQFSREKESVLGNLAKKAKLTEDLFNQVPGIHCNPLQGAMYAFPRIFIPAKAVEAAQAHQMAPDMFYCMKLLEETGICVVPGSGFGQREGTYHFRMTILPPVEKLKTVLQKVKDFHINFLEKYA
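Fluorescence of coupled pyruvate oxidase/HRP/Amplex Red system (50uM Amplex, 30 min, dark) reports pyruvate formed by GPT2. Enzyme reaction: 10ng/uL GPT2, 2mM L-alanine, 250uM a-KG, 30 min room temperature, pH 7.5; 50uM AOA control.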
HEK293 tox: HEK 293 cell cytotoxicity; HEK 293 viability, ATP luminescence (CellTiter-Glo), 48-72 h; Potency, µM (series often up to 115 µM), for inactives: at the highest dose activity change, negative = cytotoxicity, actives largely listed as inhibitors; 94,000 tested, 6.6% active; also: potency is read from the fitted curve at half-maximal effect; nearly all actives have a fitted effect of over 60% in size
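HEK 293 cells at 250 cells/well were exposed to compounds by pintool transfer for 48 or 72 hr at 37 degree Celsius, 5% CO2. Viability was read as ATP-coupled luminescence with CellTiter-Glo after 10 min at room temperature.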
FLuc inh: inhibitors of firefly (Photinus pyralis) luciferase | 76,000 tested, 2.5% active | purified P. pyralis luciferase, luminescence, biochemical | Potency, µM (titrated, usually from 115 µM), for inactives: at the highest dose activity change, negative = inhibition, hits mostly inhibitors | AID 1347043; also: potency is read from the fitted curve at half-maximal effect; nearly all actives have a fitted effect of over 65% in size
Target sequence (P08659 whole entry, looked up): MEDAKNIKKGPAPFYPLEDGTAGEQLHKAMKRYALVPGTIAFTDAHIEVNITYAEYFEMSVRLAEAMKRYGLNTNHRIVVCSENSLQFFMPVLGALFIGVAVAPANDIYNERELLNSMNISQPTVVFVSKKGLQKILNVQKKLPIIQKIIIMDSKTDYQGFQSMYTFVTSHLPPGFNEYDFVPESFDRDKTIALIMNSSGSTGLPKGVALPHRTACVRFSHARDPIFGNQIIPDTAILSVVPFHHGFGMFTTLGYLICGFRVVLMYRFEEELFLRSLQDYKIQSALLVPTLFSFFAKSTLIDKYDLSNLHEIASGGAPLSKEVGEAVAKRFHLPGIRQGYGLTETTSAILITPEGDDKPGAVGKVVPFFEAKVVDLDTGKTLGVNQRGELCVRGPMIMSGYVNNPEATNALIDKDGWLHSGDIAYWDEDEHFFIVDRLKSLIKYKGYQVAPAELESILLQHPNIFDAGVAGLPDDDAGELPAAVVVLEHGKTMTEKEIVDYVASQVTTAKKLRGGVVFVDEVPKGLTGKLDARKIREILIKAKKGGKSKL
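Luminescence read by CCD imager after adding enzyme (10nM final) to wells holding compound, titrated in qHTS. Substrates 10uM each D-luciferin and ATP; buffer 50mM Tris acetate pH 7.5, 10mM Mg acetate, Tween-20, BSA.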
SNCA viab count: counter-screen for SNCA expression inhibitors: cell viability; 150,000 tested, 0.12% active; Potency, µM (series often up to 57.1 µM), without a hit: top-dose activity change, negative = cytotoxicity, most hits filed as cytotoxic; HEK-293-SNCA-luc viability, GF-AFC fluorescence, 24 h;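 also: potency is read from the fitted curve at half-maximal effect; 0% = DMSO-treated cells and -100% = medium-only wells without cells; nearly all actives have a fitted effect of over 30% in size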
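Cytotoxicity counterscreen: after 24 h compound treatment of genome-edited SNCA-luciferase HEK-293 cells, live-cell protease substrate GF-AFC read by fluorescence after 30 min; activity scaled between DMSO (0%) and medium-only (-100%), curves Hill-fitted.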
IP6K1 inhibitor: inhibitors of human IP6K1 | 140,000 tested, 0.81% active | activity change, % (series mostly up to about 58 µM) | IP6K1 kinase, ADP-Glo luminescence, 2 h; hits give low values; in the data active = activity change below about -25%
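ADP-Glo luminescence measures ADP made by human IP6K1 during a 2 h RT reaction with ATP/IP6 (mix at 1.3 mM/130 uM); top library doses 57.5 and 19.1 uM final.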
SNCA expr inh: SNCA gene expression inhibition. 140,000 tested, 0.17% active. HEK-293 SNCA-luciferase knock-in, luminescence, 24 h. Potency, µM (doses to about 57.2 µM), for the others: top-dose activity change, negative = inhibition, most hits filed as inhibitors;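 also: potency is read from the fitted curve at half-maximal effect; plate controls were DMSO cells for no effect and cell-free wells for full effect; nearly all actives have a fitted effect of over 45% in size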
NIH3T3 tox: NIH 3T3 cell cytotoxicity | NIH 3T3 viability, CellTiter-Glo ATP luminescence, 48-72 h | 94,000 tested, 4.3% active | Potency, µM (series often up to 96.7 µM), inactives show at the highest dose activity change, negative = cytotoxicity, hits mostly inhibitors | AID 1345082; also: potency is read from the fitted curve at half-maximal effect; nearly all actives have a fitted effect of over 55% in size
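Cytotoxicity is measured as loss of cellular ATP: NIH 3T3 cells (400/well) are exposed to compound for 48 or 72 hr at 37 °C, then CellTiter-Glo luminescence is imaged after 10 min at room temperature.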
The depositor's hits bear a star; i = inactive; ? = inconclusive; nt = not tested or not shown; [ ] = another dose, or the depositor's remark. Unless noted, calls follow the shape of the dose curve; as a rule, active = well fitted curve in the direction sought with a large enough effect; inconclusive = small, poorly fitted or top-dose-only effect, or another doubt; inactive = no such curve, though single readings can be large; an effect the other way counts as inactive or inconclusive. Unless noted, % is scaled to controls: 0 for no effect and ±100 for the full control effect.

SMILES	GPT2 inh	HEK293 tox	FLuc inh	SNCA viab count	IP6K1 inhibitor	SNCA expr inh	NIH3T3 tox
CCOC(=O)c1cnc2c(C)cc(C)cc2c1Nc1cccc(C(=O)O)c1	nt	nt	nt	-11.3%	-26.4*	39.8%[activator]	nt
C[S+](=O)([O-])N1CC2(CCN(C3COC3)CC2)Cc2ccccc21	-12.0%	-1.6%	nt	-6.1%	-10.2	11.3%	-9.9%
CN(C(=O)c1ccc2cc[nH]c2c1)C1CCc2nn(C)c(=O)n2CC1 (stereo not given)	-1.0%	i	-8.3%	6.5%	-2.2	3.2%	i
COc1ccc(CCNC(=O)CN(c2ccccc2)S(=O)(=O)N(C)C)cc1OC	nt	nt	nt	?	-19.5	-10.0%	nt
CN(C)C[C@@H]1CN(c2ncccn2)C[C@H]1NS(=O)(=O)c1cccnc1	0.7%	?	-0.2%	-7.8%	2.4	6.0%	-7.8%
Cc1ccsc1C(=O)N1CCCCCC1c1nnc(-c2ccccc2)o1 (stereo not given)	i	?	-10.8%	-18.9%	-5.7	8.7%	-27.5%
Clc1ccccc1C1(c2ccnc(-c3ccccn3)n2)CCNCC1	-15.4%	?	-1.0%	?	-1.1	-29.3%	?
O=C(Cc1ccccn1)NC1CCN(c2ccc3nnc(C4CC4)n3n2)C1 (stereo not given)	nt	-5.2%	nt	nt	9.5	nt	-22.2%
O=C(c1ccsc1)N1CCN(C(=O)c2nnn3c2COC(c2ccccc2)C3)CC1 (stereo not given)	0.9%	-6.5%	-6.1%	-17.3%	13.6	1.1%	-1.9%
COc1ccc(CNC(=O)C2CCCN(S(=O)(=O)c3cccc4nsnc34)C2)cc1 (stereo not given)	nt	nt	nt	3.0%	-6.8	-1.9%	nt
Cc1ccc(C)c(NC(=O)c2ccc3nc(CCc4ccccc4)oc3c2)c1	nt	nt	nt	6.0%	-11.3	67.0%[activator]	nt
CC(C)C(=O)N1Cc2ccccc2CC2(CCCN(CC3CCNC3)C2)C1 (stereo not given)	i	?	nt	-7.4%	10.5	-6.9%	-26.3%
Cc1ccc(C)c(S(=O)(=O)n2nc(C)c(S(=O)(=O)N3CCCCCC3)c2C)c1	nt	nt	nt	-6.6%	-6.2	-10.0%	nt
COCCc1noc([C@@H]2CC(F)(F)CN2C(=O)Cc2ccncc2)n1	-1.8%	2.3%	-1.4%	3.2%	-4.7	3.4%	i
CCOc1ccc(NC(=O)CCn2nc(C)c(S(=O)(=O)N3CCCCC3)c2C)cc1	nt	nt	nt	15.8%	25.9	24.7%	nt
O=C(O)CCn1ncc2cc(OCC3CCN(C(=O)CCC(F)(F)F)CC3)ccc21	i	-8.7%[172 µM]	1.0%[172 µM]	1.4%[87.6 µM]	-10.8	30.0%[87.6 µM]	12.6µM*
COc1cccc(CNC(=O)Cn2ccn3nc(-c4ccccc4)c(CO)c3c2=O)c1OC	-0.5%	?	6.8%	-3.2%	1.1	-9.3%	?
CCCN1C(=O)Cc2ccccc2C1C(=O)NCc1cc(OC)ccc1OC (stereo not given)	i	?	-1.6%	-20.4%	-4.8	-3.2%	-26.1%
CCOc1ncc(S(=O)(=O)N2CCN(CC)CC2)cc1-c1nc2c(CC)n(CCOC)nc2c(=O)[nH]1	i	nt	nt	1.1%	7.5	nt	nt
CN(C)c1ccc(/C=C2\C(=O)Nc3ccccc32)cc1	?	nt	nt	-28.0%	nt	0.4%	nt
Cc1ccc(-n2nc3c(=O)n(C(C)C(=O)NCc4ccccc4C)nc(C)c3c2C)cc1 (stereo not given)	nt	nt	nt	-8.3%	31.4	?	nt
Cn1cnc2cc(-c3ccc(F)cc3)cc(C(=O)NCc3cccnc3)c21	-0.5%[88.5 µM]	-19.7%[172 µM]	-12.2%[172 µM]	10.9%[87.6 µM]	-6.5	4.7%[87.6 µM]	?
CCN1C(=O)Cc2cc(C(=O)NCCC(C)C)ccc21	-3.0%	-24.6%	-6.0%	10.7%	6.2	2.2%	-14.8%
CCn1ccc2oc(C)c(C(=O)N3CCN(c4ccc(OC)cc4)CC3)c2c1=O	?	-17.9%	2.1%	7.1%	4.4	18.3%	i
CN(C)S(=O)(=O)c1ccc2c(c1)N(CC(=O)Nc1ccc(F)cc1)C(=O)CS2	nt	nt	nt	-2.8%	0.8	-11.1%	nt
CN1CC2(CCN(C(=O)N3CCOCC3)CC2)CC(c2ccccc2)C1=O (stereo not given)	-23.8%[11.5 µM]	-14.9%	5.3%	14.0%	12.8	-8.3%	-9.5%
Cc1cnc(C2CC2)n1C1CCN(C(=O)C(C)C)CC1	-13.7%	i	3.2%	-2.3%	0.8	-7.3%	4.3%
COc1ccc(C)cc1NC(=O)C1CN(S(=O)(=O)C2CC2)CC12CCCCC2 (stereo not given)	i	?	6.4%	-6.8%	-2.9	?	-20.3%
CCOC(=O)c1ccc(-n2c(N)c(C(=O)OC)c3nc4ccccc4nc32)cc1	nt	nt	nt	19.4%	-13.2	-5.8%	nt
CN1CCN(CCCNC(=O)C2CCc3sc(C(=O)N4CCCCCC4)cc3C2)CC1 (stereo not given)	-13.7%	-24.1%	5.1%	-16.2%	34.2	14.6%	-25.5%
CC1(C)CCCC2(C)C3=C(C(=O)OC3O)C(O)CC12 (stereo not given)	3.6%	nt	nt	-2.0%	-9.5	nt	nt
CS(=O)(=O)N(Cc1cccnc1)C1CN(C(=O)C2CCCCC2)C1	?	-11.5%	-0.3%	6.5%	0.3	-1.3%	-31.1%
Cc1cccc(OC[C@H]2C[C@@H](NC(=O)c3ccc(C#N)cc3)[C@H](O)[C@@H]2O)n1	-9.0%[88.5 µM]	2.7%[172 µM]	7.5%[172 µM]	3.8%[87.6 µM]	-12.2	-21.4%[87.6 µM]	-13.2%[174 µM]
Cn1cc(CNCC2(COc3cccnc3)C[C@@H](O)[C@@H](O)C2)c2ccccc21 (stereo not given in full)	i	?	3.3%	-5.5%	6.9	14.4%	?
O=C(NCCc1ccc(Cl)cc1)c1cccn1-c1nnc(N2CCCCC2)s1	nt	nt	nt	-28.7%	20.7	-13.5%	nt
COc1ccc(-c2nnc3n2N(C(C)=O)C(c2ccc(Cl)c(Cl)c2)=C(C(C)=O)S3)cc1	nt	nt	nt	-0.6%	-6.2	?	nt
CC(C)c1nncn1C1CCN(S(=O)(=O)c2cccc(F)c2)CC1	i	-2.3%	-1.8%	2.8%	4.0	-23.3%	-8.9%
NS(=O)(=O)c1ccc(CCNc2nc3c(-c4cccc(F)c4)nnn3c3ccc(Cl)cc23)cc1	nt	nt	nt	12.0%	6.1	137.1%[activator]	nt
CN1CCC(N2CCC[C@H]2C(=O)NCc2cc3n(n2)CCCNC3)CC1	-8.5%	i	-3.9%	-0.1%	12.6	-18.2%	2.4%
O=C(CN1C(=O)CSc2ccc(S(=O)(=O)N3CCCC3)cc21)NCc1ccc(F)cc1Cl	nt	nt	nt	-16.9%	-1.4	15.1%	nt

Entries from the list above that contain an NH in an aromatic ring:
SMILES	GPT2 inh	HEK293 tox	FLuc inh	SNCA viab count	IP6K1 inhibitor	SNCA expr inh	NIH3T3 tox
CN(C(=O)c1ccc2cc[nH]c2c1)C1CCc2nn(C)c(=O)n2CC1 (stereo not given)	-1.0%	i	-8.3%	6.5%	-2.2	3.2%	i
CCOc1ncc(S(=O)(=O)N2CCN(CC)CC2)cc1-c1nc2c(CC)n(CCOC)nc2c(=O)[nH]1	i	nt	nt	1.1%	7.5	nt	nt

The list continues:
SMILES	GPT2 inh	HEK293 tox	FLuc inh	SNCA viab count	IP6K1 inhibitor	SNCA expr inh	NIH3T3 tox
CCC/C=C/C(=O)O[C@H]1CC(C)(C)CC2[C@@]13[C@H](O)C[C@]1(C)[C@@]2(CCC2[C@@]4(C)CC[C@H](O[C@@H]5O[C@H](C(=O)O)[C@@H](O)[C@H](O[C@@H]6O[C@H](CO)[C@H](O)[C@H](O)[C@H]6O[C@@H]6O[C@@H](C)[C@H](O)[C@@H](O)[C@H]6O[C@@H]6OC[C@](O)(CO)[C@H]6O)[C@H]5O[C@@H]5O[C@H](CO)[C@H](O)[C@H](O)[C@H]5O)C(C)(C)C4CC[C@]21C)O[C@H]3O (stereo not given in full)	i[11.5 µM]	nt	nt	-13.7%[12.5 µM]	-4.7	nt	nt
COC(=O)c1c(NC(=O)Cc2coc3cc(C)cc(C)c23)sc2c1CCC2	nt	nt	nt	7.5%	3.8	38.6%[activator]	nt
CCCCn1c(=O)c(C(=O)N2CCN(C(=O)Nc3ccccc3)CC2)nc2cccnc21	-8.4%	1.5%	nt	5.5%	18.7	2.5%	-32.0%
CC(C)CCN1CC(Oc2ccc(F)c(F)c2)C1	i	-7.0%[172 µM]	nt	0.4%[87.6 µM]	1.3	15.1%[87.6 µM]	-7.8%[138 µM]
Cc1cc(F)ccc1OC1CN(Cc2ccccc2)C1	?	?	-18.7%[172 µM]	-10.9%[87.6 µM]	4.8	55.8%[activator][87.6 µM]	89.1µM*
CC(CN1CC2(CCN(C(=O)c3ccc(=O)n(C)n3)CC2)OC1=O)c1ccccc1 (stereo not given)	-18.9%	0.0%	-2.0%	3.9%	14.7	-0.5%	-33.2%
Cc1cccc(NC(=O)c2oc3ccc(S(=O)(=O)N(C)C4CCCCC4)cc3c2C)c1C	nt	nt	nt	3.8%	0.6	-16.0%	nt
CN(C)C[C@@H]1CN(Cc2ccccc2)C[C@H]1NC(=O)c1c(F)cccc1F	i	-9.8%	10.9%	1.5%	-10.9	4.3%	1.4%
COc1ccc(OC)c(NC(=O)CN2C(=O)CC(C)Sc3ccccc32)c1 (stereo not given)	nt	nt	nt	16.4%	-3.1	-9.7%	nt
COc1cccc2cc(-c3nc(Nc4cccc(C)c4C)sc3C)c(=O)oc12	nt	nt	nt	4.0%	-2.9	6.4%	nt
CCc1cccc(NC(=O)Cn2nc(C)c3sc4ccccc4c3c2=O)c1	nt	nt	nt	-2.3%	4.5	?	nt
CCc1ccc(CNC(=O)C(C)n2ccc3cc(S(=O)(=O)N4CCCCCC4)ccc32)cc1 (stereo not given)	nt	nt	nt	2.9%	25.6	?	nt
Cn1c(Cn2cccn2)nnc1C1CC(Nc2ncnc3ccsc23)C1 (stereo not given)	-4.4%	?	6.4%	-0.2%	9.0	?	?
Fc1ccc(N2CCCN(CC3[C@H]4CNC[C@@H]34)CC2)cc1 (stereo not given in full)	-2.4%	-97.3%	6.1%	?	3.9	?	-69.9%
Cc1cc(C[C@@H]2COC[C@@H]2NC(=O)c2ccc3nc(C)sc3c2)on1	?	4.7%	5.1%	-1.0%	-5.8	4.6%	i

Reformatted in CSV form: entries from further up.
canonical_smiles,GPT2 inh,HEK293 tox,FLuc inh,SNCA viab count,IP6K1 inhibitor,SNCA expr inh,NIH3T3 tox
CCc1cccc(NC(=O)Cn2nc(C)c3sc4ccccc4c3c2=O)c1,nt,nt,nt,-2.3%,4.5,?,nt
CCc1ccc(CNC(=O)C(C)n2ccc3cc(S(=O)(=O)N4CCCCCC4)ccc32)cc1 (stereo not given),nt,nt,nt,2.9%,25.6,?,nt

These rows are one share of the data, so the mix of outcomes need not match the whole.
